# Compound activity: PubChem BioAssay, several laboratories
# CatL inh: blocks human cathepsin L protease activity; P07711; purified cathepsin L, fluorogenic substrate, fluorescence; inhibition, %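 (tested at 10 µM)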; 0.17% of 58,000 active; in the data active = inhibition above about 45%;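 also: 0% = enzyme with no compound and 100% = no enzyme blank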
# Target sequence (P07711 114-288 limits assumed): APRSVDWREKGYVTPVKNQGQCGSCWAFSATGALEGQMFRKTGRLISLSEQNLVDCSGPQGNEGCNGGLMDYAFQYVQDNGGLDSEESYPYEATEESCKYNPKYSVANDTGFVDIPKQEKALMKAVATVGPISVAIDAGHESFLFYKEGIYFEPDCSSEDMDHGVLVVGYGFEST
# Target sequence (P07711 292-333 limits assumed): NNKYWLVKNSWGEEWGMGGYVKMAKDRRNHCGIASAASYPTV
# C1s inh: human complement C1s inhibition; purified C1s, fluorogenic AMC substrate, pooled mixtures; mean inhibition % of two 10-compound mixtures (hits give high values), % at 5 µM (by protocol); 0.16% of 62,000 active;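 active = inhibition above 20% in each of the two 10-compound mixture wells holding the compound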;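 also: 0% = enzyme wells lacking compound mixture and 100% = no-enzyme blank wells; some compounds called inactive have numbers as strong as hits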
# CatB block: inhibitors of human cathepsin B; AID 453; inhibition, %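 (tested at 10 µM)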; 0.1% of 63,000 active; purified cathepsin B, fluorogenic substrate, fluorescence; P07858; in the data active = inhibition above about 21%;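 also: 0% = enzyme with no compound and 100% = no enzyme blank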
# CatB mixtures: inhibitors of human cathepsin B in compound mixtures. inhibition, %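 (ten-compound pools at 5 µM per compound and 50 µM total)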. 0.06% of 62,000 active. Purified cathepsin B, AMC dipeptide fluorescence. P07858; in the data active = inhibition above about 22%, passing the limit was not always enough; inconclusive = no clear call, values can overlap the other calls;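 also: 0% = enzyme without compound and 100% = no enzyme blank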
# FXIa mix inh: factor XIa (human) inhibition, mixture screen; P03951; purified FXIa, fluorogenic substrate, pooled mixtures; inhibition, % at 5 µM; 0.19% of 62,000 active; AID 680;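 also: each value is inhibition by a whole ten-compound pool holding the compound; 0% = enzyme with no mixture and 100% = wells lacking enzyme; strong numbers were not always called active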
# Target sequence (P03951 19-387 limits assumed): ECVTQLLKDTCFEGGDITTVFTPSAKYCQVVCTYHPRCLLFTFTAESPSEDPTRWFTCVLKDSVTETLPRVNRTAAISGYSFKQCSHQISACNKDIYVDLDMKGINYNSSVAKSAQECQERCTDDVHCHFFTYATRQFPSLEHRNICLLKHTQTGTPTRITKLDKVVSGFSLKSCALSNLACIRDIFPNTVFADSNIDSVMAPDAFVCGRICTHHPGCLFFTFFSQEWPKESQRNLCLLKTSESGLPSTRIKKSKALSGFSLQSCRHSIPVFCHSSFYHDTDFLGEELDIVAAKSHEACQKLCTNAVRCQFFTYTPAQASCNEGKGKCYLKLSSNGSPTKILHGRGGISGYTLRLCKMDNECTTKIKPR
# Target sequence (P03951 388-625 limits assumed): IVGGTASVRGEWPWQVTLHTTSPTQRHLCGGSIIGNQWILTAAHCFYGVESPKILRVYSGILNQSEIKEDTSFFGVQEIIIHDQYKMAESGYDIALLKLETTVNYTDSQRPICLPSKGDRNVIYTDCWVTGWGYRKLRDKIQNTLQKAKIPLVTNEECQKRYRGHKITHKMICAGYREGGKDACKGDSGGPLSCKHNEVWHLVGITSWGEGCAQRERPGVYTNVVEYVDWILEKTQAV
# CatG inh: cathepsin G (human) inhibition. AID 581. purified enzyme, AMC-tetrapeptide fluorescence, pooled mixtures. inhibition, % at 5 µM (by protocol). 0.2% of 62,000 active. P08311;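 active = inhibition above 20% in each of the two mixture wells holding the compound; inactive = inhibition of 20% or less in either well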;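 also: 0% = enzyme control without mixture and 100% = blank lacking enzyme; strong numbers were not always called active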
# FXIIa mix inh: factor XIIa (human) inhibition, mixture screen | P00748 | purified FXIIa, fluorogenic substrate, pooled mixtures | inhibition, % at 5 µM | 0.2% of 62,000 active | AID 684;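 also: 0% = enzyme without compound and 100% = no enzyme blank; some results filed as inactive read as strong as hits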
# CatS block: inhibitors of human cathepsin S. P25774. recombinant cathepsin S, AMC dipeptide fluorescence, pooled mixtures. inhibition, %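 (tested at 5 µM per compound within 10-compound mixtures)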. 0.06% of 62,000 active. AID 501; in the data active = inhibition above about 32%, passing the limit was not always enough; inconclusive = no clear call, values can overlap the other calls;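 also: 0% = enzyme without compound and 100% = blank without enzyme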
# Target sequence (P25774 115-331 limits assumed): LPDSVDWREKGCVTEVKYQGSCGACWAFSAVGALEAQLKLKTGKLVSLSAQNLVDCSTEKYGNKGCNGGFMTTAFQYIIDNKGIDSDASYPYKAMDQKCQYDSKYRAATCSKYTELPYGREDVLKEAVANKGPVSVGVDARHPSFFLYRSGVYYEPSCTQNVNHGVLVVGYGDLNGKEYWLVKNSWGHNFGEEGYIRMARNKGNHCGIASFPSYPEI
# A340 absorber: compound absorbs light at 340 nm; compound absorbance at 340 nm, fold over control; fold change at 10 µM; 65,000 tested, under 10 active;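 active = at 10 µM dose, initial 340 nm absorbance at least 2 fold that of control wells; inactive = change under 2 fold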;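 also: initial absorbance extrapolated from kinetic A340 decline of NADH oxidation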
# The depositor's hits bear a star; ? = inconclusive; . = not tested or not shown. Rule as the data show it, unless noted: active = inhibition above about 20% (passing the limit was not always enough); inactive = the rest. Only part of the results is shown (hit frequency here may not be typical).
SMILES,CatL inh,C1s inh,CatB block,CatB mixtures,FXIa mix inh,CatG inh,FXIIa mix inh,CatS block,A340 absorber
CS(=O)(=O)N(CC(=O)N1CCCCCC1)c1cccc(Br)c1,-10,4,-2,1,6,8,7,-4,1
CCn1cc(C(=O)NCc2ccco2)c(=O)c2cc(F)c(N3CCN(C(=O)c4ccco4)CC3)cc21,-11,-56,5,1,-4,21,15,6,1
N=c1c2c(n(Cc3ccc(Cl)c(Cl)c3)c3c1CCC3)CCCC2,10,4,-1,1,0,0,4,9,1
CCCC(C(=O)N1CCOCC1)N1C(=O)C2C3C=CC(C3)C2C1=O (stereo not given),-4,-8,4,3,4,-2,3,9,1
CCOC(=O)c1sc(NC(=O)CSc2nnc(C(C)C)n2CC)nc1C,-8,4,0,3,8,7,4,-9,1
C#CCNc1nc(C(C)C)nc2c1nnn2Cc1ccccc1F,2,5,-2,-1,5,4,5,-4,1
CC(=O)CCc1ccc(OC(=O)c2cccnc2)cc1,0,-3,1,3,5,8,3,-2,1.1
O=C(OCC(=O)N1CCN(C(=O)c2ccco2)CC1)c1cc(-c2ccc(F)cc2)nc2ccccc12,5,10,8,0,2,13,7,10,1.1
COc1ccc(Br)cc1C(=O)NCc1cccnc1,10,14,4,2,7,9,2,2,1
Cc1cc(C)c(S(=O)(=O)N2CCN(c3nc4c(c(=O)n(C)c(=O)n4C)n3C)CC2)c(C)c1,21,12,0,3,-3,16,3,7,1.1
O=C(COC(=O)c1cnccn1)c1ccc2c(c1)CCCC2,6,2,-5,-3,5,2,-17,10,1
Cn1c(=O)c2c(nc(Br)n2CCCc2ccccc2)n(C)c1=O,2,6,1,1,2,7,5,5,1
COC(=O)c1cccc(NC(=O)C2C3CCC(C3)C2C(=O)O)c1 (stereo not given),8,-4,2,-3,0,0,-17,3,1
CCOC(=O)COc1ccc(CCNC(C)=O)cc1,6,0,0,3,9,4,0,15,1.1
CCOC(=O)CSc1ccc2nnc(-c3cccnc3)n2n1,-3,-38,2,-1,9,-7,14,-7,1.1
O=S(=O)(NCc1csc(-c2ccccc2)n1)c1ccc(Cl)s1,8,9,4,5,7,8,-6,3,1
CN(C)C=NCCn1c(N2CCOCC2)nc2c1c(=O)n(C)c(=O)n2C,-6,4,-8,5,11,-1,5,-6,1
CCSCCOC(=O)C1=C(C)N(C)C(=O)NC1c1cc(OC)ccc1OC (stereo not given),-1,22,3,2,6,8,-18,-3,1
CCOc1ccc(C(=O)Cc2ccc3oc(C(=O)O)cc3c2)c(O)c1,4,0,-4,7,8,2,5,15,0.99
Nc1ccc(CCS(N)(=O)=O)cc1,-3,4,-6,6,9,-2,0,-4,1
CCN(CC)CCn1cnc2c([nH]c3cccc(OC)c32)c1=O,-248,-57,-3,0,-8,-16,-4,-11,1
COc1ccc(C2CC(=O)N3CN(c4ccc(C)c(Cl)c4)CSC3=C2C#N)cc1OC (stereo not given),2,-29,1,1,-4,-6,-16,-6,1.1
Cc1onc(-c2ccccc2)c1C(=O)Nc1c(C)n(C)n(-c2ccccc2)c1=O,.,-22,0,4,6,-2,5,5,1
CCn1nnc(-c2ccccc2NC(=O)c2ccc(-n3cnnn3)cc2)n1,-2,0,0,-8,-6,8,3,7,0.97
COC(=O)c1cccc(NC(=O)CN2CCOCC2)c1,16,20,-1,1,5,9,2,1,1
COc1ccc(-n2ccnc2SCC(=O)Nc2ccc(OC)cc2OC)cc1,-8,-1,-3,-3,4,-2,10,-5,1
COCCNC(=O)C(c1ccncc1)N(C(=O)Cn1nnc2ccccc21)c1ccc(OC)cc1 (stereo not given),10,-11,1,6,3,3,5,-4,0.98
COc1ccc(NC(=O)c2ccc(NS(=O)(=O)c3c(C)noc3C)cc2)cc1OC,1,-2,-2,-1,10,4,5,0,1
Cc1ccc(C)c(Cn2c(=O)n(CCC(=O)NCc3ccco3)c(=O)c3ccccc32)c1,-6,1,-1,-1,6,1,-4,8,1.1
CCOc1ccccc1NC(=O)C1CCCN1C(=O)OCc1ccccc1 (stereo not given),0,-1,0,10,-2,0,-9,5,0.98

# Brought forward from above: 2 compounds, followed by the next part.
SMILES,CatL inh,C1s inh,CatB block,CatB mixtures,FXIa mix inh,CatG inh,FXIIa mix inh,CatS block,A340 absorber
Cc1ccc(C)c(Cn2c(=O)n(CCC(=O)NCc3ccco3)c(=O)c3ccccc32)c1,-6,1,-1,-1,6,1,-4,8,1.1
CCOc1ccccc1NC(=O)C1CCCN1C(=O)OCc1ccccc1 (stereo not given),0,-1,0,10,-2,0,-9,5,0.98
Cc1nnc2sc(-c3ccco3)nn12,24,6,4,3,1,11,3,3,1
O=C(O)C1(NS(=O)(=O)c2ccc(F)c(Cl)c2)CCCCC1,7,-1,-4,8,12,-1,18,11,1
COc1ccccc1/C=c1\sc2nc(-c3ccncc3)nn2c1=O,0,2,2,1,7,1,10,0,1
C=CCOC(=O)C(C#N)c1nc2ccccc2nc1N1CCN(Cc2ccccc2)CC1 (stereo not given),-5,5,3,8,4,7,-18,-16,0.99
CC1CCN(CCNC(=O)c2ccc(NC(=O)C3CCCO3)cc2)CC1 (stereo not given),-4,-29,5,3,6,-4,11,14,1
CCOC(=O)C1=C(C)S/C(=C\N(C)C)C1=O,-1,-4,3,0,-2,13,-8,11,1.1
CCSC1=C(C#N)C(c2ccccc2OC)CC(=O)N1 (stereo not given),12,-50,1,-3,-6,-3,8,-13,1
O=C(O)CN1CCN(Cc2ccccc2Cl)C1=O,21,11,5,3,7,9,11,11,1
CCOC(=O)C1Cc2c([nH]c3ccccc23)C(C)N1 (stereo not given),11,-8,-2,3,2,10,-3,18,1
COC(=O)c1cc(NCc2ccc3c(c2)OCO3)ccc1N1CCOCC1,6,5,2,8,9,9,2,-1,0.99
C=CCc1c(C)nc(SCc2nc3ccccc3c(=O)[nH]2)[nH]c1=O,6,2,2,0,2,8,-21,-2,1
Cc1cc2c(c(=O)o1)C(C13C=CC(CC1)C3)C(C#N)=C(N)O2 (stereo not given),-4,12,1,0,5,13,1,10,0.99
CCOC(=O)Cc1csc(NC(=O)CN2C(=O)c3ccccc3S2(=O)=O)n1,4,12,2,1,8,6,0,-4,1
CCC(C)(C)n1nnnc1C(c1ccc(OC)c(OC)c1)N1CCN(c2ccc(F)cc2)CC1 (stereo not given),-4,2,-1,8,13,-2,48*,-2,0.99
COc1ccc(/C=N/n2c(C)nnc2C)c(OC)c1OC,0,-28,4,2,1,0,-17,-15,1.1
CCOCC(=O)Nc1nc2ccc(OC)cc2s1,-4,1,0,-3,5,1,-4,-6,1
COc1ccccc1-c1noc(-c2ccco2)n1,-3,5,-2,-10,0,10,6,-7,0.98
CCOC(=O)C1C(C)N=C2SCC(=O)N2C1c1cccc(Br)c1 (stereo not given),4,-39,-3,-7,3,-7,3,-10,1.1
Cc1nc(N)c(C#N)c(-c2ccccc2)c1C,.,3,-1,-2,3,8,2,5,1.1
COCCN1C(=O)c2oc3ccccc3c(=O)c2C1c1ccc(OC)c(OC)c1 (stereo not given),.,1,3,4,2,9,5,1,1
O=C(COc1ccc(Cl)cc1)Nc1ncccn1,11,0,.,-11,3,10,11,-2,0.99
CC1CC(C)CN(c2ncnc3c2cnn3Cc2ccc(Cl)cc2)C1 (stereo not given),18,0,-2,10,7,1,1,11,1
CCNc1nc2c(c(=O)[nH]c(=O)n2C)n1CC(C)C,.,-57,1,-1,5,-3,4,-4,1
O=S(=O)(c1cccc(-c2nnco2)c1)N1CCCC1,4,-10,3,3,3,2,-1,9,0.96
CCCCNC(=O)c1cn(C)c2ccc(S(=O)(=O)N3CCOCC3)cc2c1=O,-8,4,-9,3,8,0,6,2,1.1
CCn1c(Sc2ccc(N)cc2Cl)nc2ccccc21,-1,-18,-1,6,0,-1,-1,-1,1.1
O=C(Nc1cccc(Cl)c1)C1CCCN(S(=O)(=O)c2cnc[nH]2)C1 (stereo not given),.,9,5,4,-1,7,2,-15,1
O=S(=O)(NC1CCCC1)c1ccc(S(=O)(=O)N2CCc3ccccc32)cc1,11,13,3,1,4,7,-1,1,0.99
O=c1[nH]c2ccccc2n1CCCSCCCn1c(=O)[nH]c2ccccc21,22,-28,5,2,-13,-11,1,4,1
CCOc1ccc(C2=[N+]([O-])C(C)(C)N(O)C2(C)C)cc1,8,-31,-5,8,-4,-6,-2,4,0.98
CCOC(=O)c1ccc(NC2OC(=O)c3ccccc32)cc1 (stereo not given),5,-38,4,-2,4,0,-1,11,0.99
NC(=O)CC1NC(=O)c2ccccc21 (stereo not given),4,1,-3,2,0,-3,3,5,1
COC(=O)CSc1nnc(CNC(=O)c2ccc(OC)cc2OC)n1C,12,1,-1,4,3,11,11,0,0.99
O=C(Nc1ncc(Br)s1)C(Cc1ccccc1)n1cccc1 (stereo not given),.,-2,-3,3,9,-2,-9,-6,0.99
COCc1[nH]nc2c1C(c1ccsc1)C(C#N)=C(N)O2 (stereo not given),17,4,1,2,7,11,-21,13,0.99
Cc1cc(N)ccc1NC(=O)c1ccccc1,3,-4,5,3,3,9,5,12,1
COc1cc2c(cc1NC(=O)CSc1nnc(Cc3cccs3)n1C)oc1ccccc12,7,-10,-3,0,-9,2,4,-4,1
O=C(Cn1cc2c(n1)CCCC2)NCCCN1CCN(Cc2ccccc2)CC1,.,-66,9,2,-2,-13,0,4,1
CCN1C(=Nc2ccc(Cl)cc2)SC/C1=C\C(=O)OC,-5,17,-1,3,5,8,6,?,1
CCCCC(=O)Nc1ccc2c(c1)nc(CCN1CCOCC1)n2C,26,-29,2,-4,-12,4,-5,-3,0.97
Cn1cccc1C(=O)Nc1nc(-c2ccccn2)cs1,1,3,-1,-6,16,0,5,3,1
CC(=O)NC(Cc1cnc[nH]1)C(=O)O (stereo not given),15,12,4,-4,6,11,12,2,1.1
Cn1c(=O)c2cc(S(=O)(=O)NCCC(=O)N3CC=C(c4ccccc4)CC3)ccc2n(C)c1=O,8,13,3,6,10,8,11,15,1
COC(=O)c1cccnc1-n1c(=O)c2cccnc2n(Cc2ccc(Cl)cc2)c1=O,3,2,7,6,13,9,-1,11,1
CC(C)CN(CC(C)C)c1nnc(N)s1,-5,15,1,3,5,11,5,-4,1
Cn1c(=O)n(-c2ccccc2)c(=O)c2c3c(sc21)COC(C)(C)C3,18,4,0,7,11,1,8,8,0.99
Cc1ccc(Cl)cc1N1CCN(C(=O)CN2C(=O)c3cccc4cccc2c34)CC1,-1,3,-6,6,5,3,4,18,1
CC(C)c1cc(C(F)(F)F)n2nc(C(=O)Nc3ccc4c(c3)OCO4)cc2n1,11,-36,0,-6,-3,-7,5,1,1
Cc1csc(NC(=O)Nc2ccc(Cl)cc2)n1,14,6,1,1,13,8,-19,3,1
CCCCCCC(=O)N(O)C1CC(=O)N(Cc2ccccc2)C1=O (stereo not given),5,12,-3,1,4,10,14,-12,1

# Following part.
SMILES,CatL inh,C1s inh,CatB block,CatB mixtures,FXIa mix inh,CatG inh,FXIIa mix inh,CatS block,A340 absorber
CC(C)CNC(=O)c1cccc(Cn2cc(Cl)cn2)c1,0,4,-2,7,10,0,6,-1,1
COc1cc(C(=O)NCc2ccco2)c(Br)c(OC)c1OC,1,12,3,3,8,10,8,-1,1
CCN1C(=O)c2cccc3c(S(=O)(=O)NC(Cc4c[nH]c5ccccc45)C(=O)O)ccc1c23 (stereo not given),-3,-9,2,-1,13,2,18,-6,1.1
CSc1n[nH]c(NC2=CC(=O)CCC2)n1,-2,6,-5,3,3,3,11,2,1

# In a second layout: entries from further up.
mol	CatL inh	C1s inh	CatB block	CatB mixtures	FXIa mix inh	CatG inh	FXIIa mix inh	CatS block	A340 absorber
CS(=O)(=O)N(CC(=O)N1CCCCCC1)c1cccc(Br)c1	-10	4	-2	1	6	8	7	-4	1
CCn1cc(C(=O)NCc2ccco2)c(=O)c2cc(F)c(N3CCN(C(=O)c4ccco4)CC3)cc21	-11	-56	5	1	-4	21	15	6	1
N=c1c2c(n(Cc3ccc(Cl)c(Cl)c3)c3c1CCC3)CCCC2	10	4	-1	1	0	0	4	9	1
